Source: PubChem BioAssay (several laboratories)
FBA Mtb inh = inhibits M. tuberculosis FBA enzyme; purified M. tuberculosis FBA, fluorescence read-out; inhibition, % at 1 µM; actives 2.3% (n = 360,000); AID 588726; P9WQA3; in the data active = inhibition above about 27%;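 also: 0% = vehicle and 100% = reference inhibitor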
Target sequence (P9WQA3 whole entry, looked up): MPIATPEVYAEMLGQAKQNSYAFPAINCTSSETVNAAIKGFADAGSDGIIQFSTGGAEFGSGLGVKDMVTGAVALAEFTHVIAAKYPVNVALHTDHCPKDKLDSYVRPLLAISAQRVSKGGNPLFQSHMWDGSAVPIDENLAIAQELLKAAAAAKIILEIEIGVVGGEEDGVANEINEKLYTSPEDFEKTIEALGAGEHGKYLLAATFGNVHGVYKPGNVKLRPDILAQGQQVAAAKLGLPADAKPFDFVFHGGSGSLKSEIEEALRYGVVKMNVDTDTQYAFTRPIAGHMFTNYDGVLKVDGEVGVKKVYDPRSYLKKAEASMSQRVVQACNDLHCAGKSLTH
BoNT-F LC inh = inhibitors of Botulinum neurotoxin F light chain protease; AID 588497; inhibition, % at 10 µM; actives 0.22% (n = 360,000); Multiplex microsphere protease cleavage assay, flow cytometry; in the data active = inhibition above about 35%, passing the limit was not always enough; inconclusive = no clear call, values can overlap the other calls; also: plate controls were buffer without enzyme for full effect and enzyme alone for no effect
CCHF vOTU inh = blocks the CCHF virus ovarian tumor domain protease | CCHFV vOTU protease, Pep-AMC fluorescence | inhibition, % at 11.5 µM | actives 0.55% (n = 370,000) | AID 651958; also: 0% = vehicle wells with enzyme and 100% = no enzyme wells
UGM FP inh = inhibitors of M. tuberculosis UDP-galactopyranose mutase; P9WIQ1; purified UGM, fluorescence polarization probe displacement; inhibition, % at 10 µM; actives 0.06% (n = 320,000); AID 504406; in the data active = inhibition above about 10%, passing the limit was not always enough; inconclusive = no clear call, values can overlap the other calls
Target sequence (P9WIQ1 whole entry, looked up): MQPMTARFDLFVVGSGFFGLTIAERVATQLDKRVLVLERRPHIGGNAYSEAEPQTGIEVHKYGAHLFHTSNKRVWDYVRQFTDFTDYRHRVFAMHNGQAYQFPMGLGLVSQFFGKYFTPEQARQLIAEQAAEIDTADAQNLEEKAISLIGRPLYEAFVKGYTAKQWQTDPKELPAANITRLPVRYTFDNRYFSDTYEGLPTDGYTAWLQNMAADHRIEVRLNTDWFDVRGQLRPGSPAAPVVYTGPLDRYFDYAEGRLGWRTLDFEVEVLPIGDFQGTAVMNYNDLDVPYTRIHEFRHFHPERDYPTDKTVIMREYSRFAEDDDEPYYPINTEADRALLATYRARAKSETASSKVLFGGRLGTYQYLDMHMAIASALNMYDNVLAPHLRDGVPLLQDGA
BoNT-A LC inh2 = inhibitors of Botulinum neurotoxin A light chain protease | inhibition, % at 10 µM | actives 0.17% (n = 360,000) | multiplex microsphere protease substrate cleavage, flow cytometry | AID 588499; in the data active = inhibition above about 30%; inconclusive = no clear call, values can overlap the other calls; also: plate controls were buffer without enzyme for full effect and enzyme alone for no effect
FadD28 binding = blocks FadD28 binding to the bisubstrate probe | fluorescence polarization | inhibition, % at 12.5 µM | actives 0.22% (n = 360,000) | AID 588549; in the data active = inhibition above about 8.5%, passing the limit was not always enough; inconclusive = no clear call, values can overlap the other calls
PrPC TRFRET = inhibitors of human cell surface prion protein PrPC; P04156; TR-FRET read-out; inhibition, % at 13.8 µM; actives 0.43% (n = 370,000); AID 720596; in the data active = inhibition above about 24%; also: 0% = median of the test wells and 100% = reference compound wells
BioA inh = BioA (M. tuberculosis) enzyme inhibition. inhibition, % at 9.99 µM. actives 0.096% (n = 360,000). purified M. tuberculosis BioA enzyme, plate reader; in the data active = inhibition above about 40%; inconclusive = no clear call, values can overlap the other calls
GDH-TPI counter = counter-screen for M. tuberculosis FBA inhibitors: GDH-TPI coupled enzymes; actives 1.2% (n = 360,000); inhibition, % at 4.8 µM; GDH-TPI coupled enzyme counterscreen, NADH absorbance;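 also: 0% = DMSO wells and 100% = wells lacking the enzyme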
The depositor's hits bear a star; ? = inconclusive; / = no result given; & = joins results of further samples. Rule as the data show it, unless noted: active = inhibition above about 30%; inactive = the rest.

SMILES	FBA Mtb inh	BoNT-F LC inh	CCHF vOTU inh	UGM FP inh	BoNT-A LC inh2	FadD28 binding	PrPC TRFRET	BioA inh	GDH-TPI counter
COc1ccc(CCN2C(=O)c3ccccc3C2c2nnnn2-c2c(C)cccc2C)cc1OC (configuration not stated)	/	0	3	/	0.0	/	-2	/	/
CC(=O)N1CSCC1C(=O)N1CCN(c2ccc(N3CCOCC3)nn2)CC1 (configuration not stated)	22	-14	-21	1.2	-0.8	-1.2	-12	0.4	8
C=CCOC(=O)C1=C[C@H](c2ccc(Br)cc2)[C@@H](CCCO)[C@H](OCC)O1	4	4	11	5.3	0.3	-1.7	10	-2.6&-0.9	16
CCOC(=O)C1CCN(C(=S)Nc2ccc(Cl)cc2C)CC1	-1	0	-6	-1.7	-0.1	-1.4	1	/	1
CCOc1ccc(-n2c(=O)[nH]cc(C(=O)Nc3ccc(OC)c(OC)c3)c2=O)cc1	-2	12	1	0.7	0.2	-1.0	0	0.5	2
CCOc1ccc(CN(C(=O)c2ccco2)C2CCS(=O)(=O)C2)cc1 (configuration not stated)	0	-1	14	0.5	1.1	-1.8	-3	-0.6	10
COc1ccc2c(CC(=O)OCC(=O)Nc3ccc4c(c3)OCO4)coc2c1	-2	8	2	4.1	0.7	-4.3	0	1.8	-11
CC(C)n1[nH]c2ccccc2c1=O	17	1	0	/	-0.1	-0.8	0	-0.9	/
COc1ccc(OCC(=O)Nc2ccc(OC)c(S(=O)(=O)N3CCCCC3)c2)cc1	-1	-5	8	1.6	-3.2	3.2	14	/	6
CCC1C(c2cc(OC)c(OC)c(OC)c2)c2cc3c(cc2OC1N1CCCC1)OCO3 (configuration not stated)	1	-3	2	/	-0.5	-3.0	15	/	3
O=[N+]([O-])c1ccc(NCCNS(=O)(=O)c2ccccc2)cc1	-14	-2	-2	0.1	0.1	-4.5	-9	1.9	4
O=C(NCc1ccccc1)c1onc(CSc2ccncc2)c1C(=O)NCc1ccccc1	1	-2	17	-0.2	0.1	-2.8	3	1.7	7
COc1ccc(CCN2CC(C(=O)NCCc3cnn(C)c3)CCC2=O)cc1 (configuration not stated)	-1	0	-1	-0.8	0.9	-0.6	7	-0.9	0
COc1ccc(/C=C(\C#N)C(=O)OC2CCOC2=O)cc1 (configuration not stated)	-1	4	7	-2.6	-0.5	-3.5	-2	-0.2	12
COc1ccc(S(=O)(=O)N2CCN(CC(=O)c3c(N)n(C)c(=O)n(C)c3=O)CC2)cc1OC	-4	1	-11	/	-0.5	-4.3	2	1.2	0

Reprinted from the part before: 3 entries, then new ones.
SMILES	FBA Mtb inh	BoNT-F LC inh	CCHF vOTU inh	UGM FP inh	BoNT-A LC inh2	FadD28 binding	PrPC TRFRET	BioA inh	GDH-TPI counter
COc1ccc(CCN2CC(C(=O)NCCc3cnn(C)c3)CCC2=O)cc1 (configuration not stated)	-1	0	-1	-0.8	0.9	-0.6	7	-0.9	0
COc1ccc(/C=C(\C#N)C(=O)OC2CCOC2=O)cc1 (configuration not stated)	-1	4	7	-2.6	-0.5	-3.5	-2	-0.2	12
COc1ccc(S(=O)(=O)N2CCN(CC(=O)c3c(N)n(C)c(=O)n(C)c3=O)CC2)cc1OC	-4	1	-11	/	-0.5	-4.3	2	1.2	0
COC(=O)c1cncn1C(C)c1ccccc1 (configuration not stated)	-1	-2	-5	1.3	0.5	-0.6	-8	-2.8	4
Cc1cccc(-c2nc3ccccc3c3nncn23)c1	-4	-4	-2	-1.5	1.3	-2.6	10	/	9
Nc1nc2c(ncn2[C@H]2C[C@H](O)[C@@H](CO)O2)c(=O)[nH]1	0	-8	3	3.6	-0.4	-0.7	-1	0.6	0
CN1CCC(Oc2ccccc2Sc2ccccc2)CC1	29*	30	7	0.0	2.4	-4.6	-1	/	8
CCOC(=O)C1=C(COC(=O)/C=C/c2ccc(OC)cc2OC)NC(=O)NC1C (configuration not stated)	-3	4	2	-2.2	-1.4	-3.1	0	0.3	20
O=S(=O)(NCc1ccccc1F)c1cccc(S(=O)(=O)N2CCOCC2)c1	0	-5	-16	-3.6	0.5	-0.9	0	/	-2
O=C(CSc1nc(-c2ccco2)cc(C(F)(F)F)n1)N1CCN(c2cccc(Cl)c2)CC1	1	-1	10	1.7	0.0	-2.0	-11	/	16
O=C(O)COc1ccccc1C1C2C(=O)N(c3ccccc3)C(=O)C2ON1c1ccccc1 (configuration not stated)	3	0	0	3.1	0.3	-2.7	7	-0.4	7
CCC(=O)Nc1cc(C(=O)N2CCC3(CC2)OCCO3)ccc1S(=O)(=O)c1ccc(C)cc1	-2	0	-7	-0.1	0.8	-1.7	-2	-1.0	1
O=C(CSc1nc(C(F)(F)F)cc(=O)[nH]1)NCc1ccc2c(c1)OCO2	1	9	7	0.8	0.6	0.2	-2	-1.0	-10
COc1ccc(CC(=O)Oc2ccc(F)c(F)c2)cc1S(=O)(=O)N1CCOCC1	3	16	-5	3.6	7.9	-1.2	1	2.5	2
COc1ccc(CC(=O)NNC(=O)c2cccs2)cc1	1	-2	-2	-0.2	-0.2	0.4	-6	/	2
Cn1nnnc1SCc1nc2scc(-c3ccc(Cl)cc3)c2c(=O)[nH]1	-2	0	-5	0.6	1.9	-3.7	32*	/	1
O=C(CCCN1C(=O)c2cccc3cccc(c23)C1=O)NCc1cccs1	6	-5	-11	-0.4	-0.6	-1.2	-5	/	3
C[C@]12CC[C@@H]3c4ccc(OS(=O)(=O)O)cc4CC[C@H]3[C@@H]1CCC2=O	-3&-3	-1&-8	4&-3	1.0&1.1&-0.5	-0.1&-0.6	-3.5&-2.3	-1&0	0.0&-1.6	-3&4
O=C(Nc1cc(Cl)ccc1Cl)C1Cc2ccccc2O/C1=N\O (configuration not stated)	17	15	-10	-4.5	-0.6	-3.8	3	-1.9	7
C/C(=N\NC(=O)CSc1nc2ccccc2[nH]1)c1ccncc1	-3	2	9	-2.2	0.1	-4.7	-1	0.1	-9
CCCCOCCCNC(=O)C[C@@H]1C[C@@]2(C(=O)OCC)CCC=C2N(Cc2ccc3c(c2)OCO3)C1=O	/	0	17	/	0.3	/	13	/	/
COc1ccc(C(=O)N2CCCC2(C#N)c2ccccc2)cc1[N+](=O)[O-] (configuration not stated)	4	-7	-3	-3.2	3.5	-1.5	-3	4.2	1
CC1(C)Cc2nc3scc(NC(=O)c4ccccc4)c3cc2CO1	6	?	-13	-1.5	4.6	-1.7	-4	1.0	9
COc1ccc(C(=O)OC2C(OC)OCC(O)C2O)cc1 (configuration not stated)	-1	5	4	/	-0.1	-1.1	6	-1.2	-1
O=C1C2CCCN2C(=O)N1CCCCN1CCN(c2ccccc2)CC1 (configuration not stated)	1	-1	6	-1.7	1.0	-0.8	-3	-0.2	-4
CCN(C1CCCCC1)S(=O)(=O)CCNC(=O)c1ccccc1	-4	3	5	1.6	1.7	-3.4	-2	0.2	0
CNC(=S)NNC(=O)c1cc(-c2cccnc2)nc2ccccc12	-1	1	21	-1.4	-1.1	-5.4	-3	-1.4	7
Cc1ncc(S(=O)(=O)c2ccccc2)c(-c2ccc(Cl)cc2Cl)n1	-1	-2	1	-3.0	0.3	0.4	-4	0.2	2
Cc1cc(OCC(=O)NCCN2CCOCC2)cc(C)c1Cl	0	1	3	-2.1	-0.3	-1.7	-1	-2.0	2
COc1ccc(Br)cc1CN1CCC(N2CCCC2)CC1	0	-14	0	-1.1	-8.6	-1.5	-5	-2.4	6
CC(C)(C)NC(=O)C1(C)CCC(=O)N1C1CC1 (configuration not stated)	0	-9	-5	/	-0.2	-1.4	-4	-0.5	/
O=C(NC1CCS(=O)(=O)C1)C1CCCCN1S(=O)(=O)c1ccc(Cl)cc1 (configuration not stated)	0	0	6	2.1	1.2	-5.7	5	-2.0	-11
COc1ccc(OC)c(C=NN=Cc2cc(OC)ccc2OC)c1	2	-5	-4	/	-0.3	-2.0	-2	-1.6	9
Cc1nn(Cc2ccccc2Cl)c(Cl)c1/C=C/C(=O)OCC(=O)NC1CCS(=O)(=O)C1 (configuration not stated)	0	-4	0	-3.8	-0.4	-1.4	1	12	1
Cc1ccc(Nc2nc(-c3ccc(S(=O)(=O)N4CCOCC4)cc3)cs2)cc1Cl	6	-2	-5	-0.9	-0.8	-1.1	-2	-1.3	11
CCOc1ccc(C2C(C#N)=C(N)Oc3cc(C)n(CCN4CCOCC4)c(=O)c32)cc1OCC (configuration not stated)	6	-2	4	/	0.1	-0.8	-1	-1.1	7
Cc1cccc(OCc2nnc(SCc3nc4cc(C(F)(F)F)ccc4c(=O)[nH]3)o2)c1	1	-15	8	5.5	0.8	-3.9	0	-1.5	-1
CC(NC(=O)c1cc(COc2cccc(C(F)(F)F)c2)on1)c1nccs1 (configuration not stated)	-3	-15	-2	-1.7	-0.8	-4.2	-3	0.4	-2
CCOC(=O)C1(Cc2ccccc2)CCN(Cc2cccc(OC)c2O)CC1	-4	-3	-3	2.0	0.2	-1.7	6	3.1	-5
CCOC(=O)C1ON2CCCCC2C1(O)C(F)(F)F (configuration not stated)	1	0	10	1.1	-0.2	0.1	0	/	1
O=C(O)c1ccc(/C=C2\SC(=S)N(NC(=O)c3ccccc3[N+](=O)[O-])C2=O)cc1	0	-7	14	1.6	1.9	-1.5	-19	0.1	18
CNc1c(NC(=O)COc2ccc(Cl)cc2)c(=O)oc2ccccc12	-1	4	9	0.6	-1.1	0.1	6	0.0	6
Cc1ccc(NC(=O)c2snnc2C)cc1Cl	4	1	19	-0.4	-0.7	0.6	-1	3.0	9
COc1ccc(-c2ccc(C(=O)NCC3CCOCC3)c3occc23)c(C)c1	132*	5	1	/	0.0	-27	11	0.7	-4
COCCNCCCCSc1ccc(Cl)cc1	1	-3	14	-2.3	-0.6	-0.3	-3	/	3
Cc1c(C(=O)NCc2ccccn2)oc2ccccc12	0	3	18	-0.4	-0.7	-0.5	0	/	3
CCOc1ncccc1C(=O)OCC(=O)Nc1cccc(S(N)(=O)=O)c1	3	-2	6	-0.1	0.5	-0.5	3	-1.3	1
CSc1ccccc1NC(=O)C1CC(c2ccccc2Cl)=NO1 (configuration not stated)	-2	1	14	0.2	-1.6	-0.8	-1	-3.0	6

Given with two lines to a compound: 4 of the compounds above.
Value order: FBA Mtb inh | BoNT-F LC inh | CCHF vOTU inh | UGM FP inh | BoNT-A LC inh2 | FadD28 binding | PrPC TRFRET | BioA inh | GDH-TPI counter
CCOc1ccc(C2C(C#N)=C(N)Oc3cc(C)n(CCN4CCOCC4)c(=O)c32)cc1OCC (configuration not stated)
 : 6 | -2 | 4 | / | 0.1 | -0.8 | -1 | -1.1 | 7
COCCNCCCCSc1ccc(Cl)cc1
 : 1 | -3 | 14 | -2.3 | -0.6 | -0.3 | -3 | / | 3
Cc1c(C(=O)NCc2ccccn2)oc2ccccc12
 : 0 | 3 | 18 | -0.4 | -0.7 | -0.5 | 0 | / | 3
CCOC(=O)C1(Cc2ccccc2)CCN(Cc2cccc(OC)c2O)CC1
 : -4 | -3 | -3 | 2.0 | 0.2 | -1.7 | 6 | 3.1 | -5

Later entries
SMILES	FBA Mtb inh	BoNT-F LC inh	CCHF vOTU inh	UGM FP inh	BoNT-A LC inh2	FadD28 binding	PrPC TRFRET	BioA inh	GDH-TPI counter
O=C(N/N=C/c1ccco1)C1CC1(c1ccccc1)c1ccccc1 (configuration not stated)	-1	2	2	0.7	0.9	-2.5	5	1.0	8
O=C(Cc1ccc(Cl)cc1)Nc1cccc2ncccc12	1	-7	-8	-1.5	-0.1	-3.3	0	/	2
CC(C)c1nc(C(=O)N2CCCC(CCC(=O)N(C)CCc3ccccn3)C2)cs1 (configuration not stated)	1	-2	-9	-1.5	-0.4	-0.6	3	0.1	1
COc1cccc(CN2CCN(C(c3ccccc3)c3ccccc3)CC2)c1O	-3	?	-1	-2.8	7.0	-1.8	0	-0.7	17
COc1cc2oc(=O)ccc2c(OC)c1CC(O)C(C)(C)O (configuration not stated)	4	9	12	-2.9	-0.6	-3.3	4	-1.2	6
CCN(CC)S(=O)(=O)c1ccc(CNC(=O)CN2C(=O)NC3(CCc4ccccc43)C2=O)cc1 (configuration not stated)	-4	-5	3	/	-0.1	-1.2	-2	-0.2	2
COc1ccc(NC(=O)CN2C(=O)NC3(CCCCC3C)C2=O)cc1S(=O)(=O)N1CCOCC1 (configuration not stated)	-1	4	-1	0.1	0.1	-3.7	2	-1.8	-1
C[C@H]1NC(=O)[C@@]2(C)[C@@H](c3ccccc3)[C@H]3COc4ccccc4[C@@H]3N2C1=O	1	4	4	-1.4	-0.3	-1.6	6	-2.0	5
